# S3 lipid droplet: qHTS Assay for Lipid Storage Modulators in Drosophila S3 Cells; Drosophila S3 cells, BODIPY lipid droplet fluorescence, 18-24 h; cells fed with added oleic acid; lipid storage change, negative = inhibition, % at the top dose, mostly 46.1 µM; hits show Potency in µM; 0.64% of 320,000 active; active = well fitted inhibition curve with a large enough effect in the signal ratio, with a control signal flat, not every such curve was filed as active; inconclusive = small, poorly fitted or top-dose-only effect, or effect the other way, or a change in a side signal; the % refers to the signal ratio
#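 Drosophila S3 cells got compounds at several concentrations plus oleic acid (400 uM solution). Laser-scanning cytometry with 488 nm excitation read lipid droplets at 500-530 nm and cells at 575-640 nm. Percent activity was relative to 20 uM Triacsin C.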
# S3 lipid droplet cell count max: also measured in S3 lipid droplet; calls as there; cell number change, %; measured here: cell count max response;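 cells counted by Cell Tracker Red CMTPX staining in the red channel; peak over a dose series mostly up to 46.1 µM; percent activity relative to internal control wells on each plate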
# Starred values were filed as active, the others as inactive; i = inactive; ? = inconclusive; · = not tested or not shown; [ ] = another dose, or the depositor's remark. % is scaled to controls: 0 for no effect and ±100 for the full control effect; potency is read from the fitted curve at half-maximal effect. This is a subset; count on the stated rates, not on these rows.
S3 lipid droplet	S3 lipid droplet cell count max	molecule
8%	13	O=C(Cc1ccc(F)cc1)N/N=C/c1ccc2c(c1)OCO2
?	·	COc1ccc(C)cc1NC(=O)C1CCCN1S(=O)(=O)c1ccc2c(c1)CCC(=O)N2 (centres undefined)
1%	-9	CC(NCc1ccccc1OC1CCCC1)c1ccccc1 (centres undefined)
i	19	COc1ccc(CNC(=O)CN(C(=O)CCC(=O)Nc2ccccn2)c2ccc(C)cc2)cc1
?	·	CCOC(=O)N1CCC(NC(=O)CS(=O)Cc2nc(-c3ccc(Cl)cc3)oc2C)CC1 (centres undefined)
?	·	CC1CC1C(=O)Nc1ccc(S(=O)(=O)N2CCCCC2)cc1 (centres undefined)
i	·	O=C(NCc1ccco1)c1nn2cccnc2c1Cl
?	·	CN(C(=O)COC(=O)c1ccc(S(=O)(=O)N2CCCC2)cc1)c1ccccc1
-9%	4	COc1ccc(C(C)C)cc1S(=O)(=O)N1CC(C)OC(C)C1 (centres undefined)
?	·	Cc1occc1C(=O)Nc1nn[nH]n1
12%	5	CC(C)Nc1nc2cccnc2s1
i	-3	CCC(c1nnnn1Cc1ccccc1)N1CCN(c2ccc(OC)cc2)CC1 (centres undefined)

# (listing goes on)
S3 lipid droplet	S3 lipid droplet cell count max	molecule
?	·	COCCN(C(=O)COC(=O)C1=COCCO1)c1c(N)n(Cc2ccccc2)c(=O)[nH]c1=O
i	25	COc1ccc(CCNCC(=O)Nc2c(C)cc(C)cc2C)cc1OC
?	·	Cc1cc(C(=O)O)cc(S(=O)(=O)NNC(=O)c2cccs2)c1C
12%	-9	Cn1c(=O)c2c(nc(-n3ccnc3)n2Cc2ccc(Cl)cc2Cl)n(C)c1=O
?	·	COc1ccc(S(=O)(=O)N(C)c2ccc(C(=O)N3CCN(C)CC3)cc2)cc1
i	14	COc1ccc(CC(=O)NNC(=O)c2ccccn2)cc1
?	·	CCOc1ccc(NC(=O)c2ccc(Cl)c(NC(=O)c3ccco3)c2)cc1
?	·	CCCCn1nc(CC(=O)O)c2ccccc2c1=O
?	·	COc1nc(C#N)c(N2CCOCC2)o1
-3%	16	C=CCn1c(Cc2cccs2)nnc1SCC(=O)NC1CC1
?	·	COc1cc(/C=C2\SC(=S)N(NC(=O)c3ccncc3)C2=O)ccc1O
i	·	CN(C(=O)c1ccncc1)C1CC(C)(C)N(O)C(C)(C)C1

# Continuation:
S3 lipid droplet	S3 lipid droplet cell count max	molecule
?	·	O=S(=O)(c1ccc(Br)cc1)N1CCOC12CCCCC2
?	·	CC1(C)C(c2cccs2)=[N+]([O-])C2(CCCCC/C2=N\NC(N)=O)N1O (centres undefined)
?	·	Cc1cnc(C(=O)OCC(=O)NCCc2ccccc2)cn1
?	·	CC1(C)Cc2cccc(OCC(=O)NCc3cccs3)c2O1
?	·	O=C(NC1CCCCC1)c1ccc(Cn2cc(Br)cn2)o1
6%	-11	COC(=O)c1ccc(NC(=O)CN2CCN(c3ccccc3C)CC2)cc1
-13%	-17	COc1cc(C)c(NC(=S)Nc2ccc(Cl)c(Cl)c2)cc1OC
?	·	O=c1c2ccccc2nnn1CSc1nnc(Nc2ccccc2)s1
?	·	CCCNC(=O)c1cc(SC)ccc1Cl
8%	-2	O=C(COc1cccnc1[N+](=O)[O-])Nc1ccc2c(c1)OC(F)(F)O2
?	·	CC(=O)N/C(=C/c1ccc(OC(F)F)cc1)C(=O)O
4%	0	CCNC(=O)CN(c1ccc(C)cc1)S(=O)(=O)c1ccccc1

# Continuation:
S3 lipid droplet	S3 lipid droplet cell count max	molecule
2%	-2	CCC(/C=N/NC(=O)C1COc2ccccc2O1)CC (centres undefined)
i	-11	Cc1ccc(NS(=O)(=O)c2ccc3[nH]c(=O)oc3c2)c(C)c1
?	·	O=C(NCc1ccc(Cl)cc1)C1CCC(CNS(=O)(=O)c2ccccc2)CC1 (centres undefined)
5%	-3	CC1CCC2(CC1)NC(=O)N(Cc1nc(-c3ccccc3)no1)C2=O (centres undefined)
?	·	COc1cccc(NC(=O)n2nc(N)cc2-c2ccc(Cl)cc2)c1
?	·	Oc1ccc(N=Cc2ccc(O)c(O)c2)cc1
?	·	Cn1nc(NC(=O)C(F)(F)F)c2ncc(-c3ccc(Cl)cc3)nc21
4%	10	O=C(O)COc1ccc(/C=N/NC(=O)Cc2ccc(Cl)cc2)cc1
?	·	Cc1ccc(S(=O)(=O)Nc2cccc(C(=O)NC3CCN(Cc4ccccc4)CC3)c2)cc1F
?	·	O=CN1CCN(C(=O)CC(c2ccccc2)c2cc(Br)ccc2O)CC1 (centres undefined)
?	·	Cc1[nH]c2ccc(F)cc2c(=O)c1SC(F)(F)C(F)F
1%	17	Cc1nn(C(=O)/C(C#N)=C/N(C)C)c(C)c1C

# (list continues)
S3 lipid droplet	S3 lipid droplet cell count max	molecule
?	·	COc1ccc(C2C(C(=O)c3ccco3)=C(O)C(=O)N2CCN2CCOCC2)c(OC)c1 (centres undefined)
?	·	CC(C)c1ccc(CN2CC(C(=O)O)CC2=O)cc1 (centres undefined)
?	·	C/C(=C\C(=S)Nc1ccccc1)Nc1ccc2ccccc2c1
2%	9	COC(=O)NNC(=O)COc1cc(C)ccc1C
?	·	CCSS(=O)(=O)c1cccc2cccnc12
?	·	CCN(CC)Cc1c(O)ccc2c(=O)c(-c3ccccc3OC)coc12
?	·	CCN(Cc1ccc(OC)c(COC)c1)CC1CCCN(CCc2cccc(F)c2)C1 (centres undefined)
?	·	CCCn1c(SCC(=O)Nc2ccccc2N2CCOCC2)nc2c1c(=O)n(C)c(=O)n2C
-2%	-4	CCOC(=O)c1cc(NC(=O)C2C3CCC(O3)C2C(=O)O)cc(C(=O)OCC)c1 (centres undefined)
?	·	COc1cccc(C(=O)n2cnnc2N)c1OC
?	·	CCOC(=O)CNC(=O)CSc1nc(-c2ccc(C)cc2)ns1
?	·	COc1cc2cc(CN(CCO)S(=O)(=O)c3ccccc3)c(=O)[nH]c2cc1OC

# The listing continues.
S3 lipid droplet	S3 lipid droplet cell count max	molecule
4%	8	COC(=O)CCCCCNC(=S)Nc1ccc2[nH]c(=O)[nH]c2c1
-8%	-15	CC(=O)c1ccc(S(=O)(=O)Nc2cccc(-n3cnnn3)c2)cc1
3%	15	CCOC(=O)C(NC(=O)Nc1ccc(O)cc1)(c1ccccc1)C(F)(F)F (centres undefined)
?	·	COc1ccc(OC)c(C(=O)NC(CC(N)=O)c2ccc(N3CCC(Cc4ccccc4)CC3)c([N+](=O)[O-])c2)c1 (centres undefined)
2%	5	CCOc1ccc(NC(=S)NCc2ccc3c(c2)OCO3)cc1
28%	-3	COc1ccc(-c2cc(C)no2)cc1S(=O)(=O)NCc1ccc(OC(C)C)cc1
?	·	Cc1nc(CS(=O)(=O)c2ccccc2)cc(Sc2ccc(Cl)cc2Cl)n1
4%	-5	Cn1c(Cn2c(=O)sc3ccccc32)nnc1SCC(=O)Nc1cccc(Cl)c1
?	·	CCc1ccc(-c2nc(SCC(=O)N(C)C3CCS(=O)(=O)C3)n[nH]2)cc1 (centres undefined)
11%	4	O=c1c2c3c(sc2[nH]c(=S)n1Cc1ccco1)CCC3
8%	2	COC(=O)c1sccc1NC(=O)CSc1ccc(Cl)cc1
?	·	CCN(CC)Cc1c(O)c(Cl)cc2c(C)cc(=O)oc12

# The list goes on.
S3 lipid droplet	S3 lipid droplet cell count max	molecule
-10%	12	Nc1nc(NCC2CCCO2)nc(Nc2ccccc2)c1[N+](=O)[O-] (centres undefined)
?	·	O=C(Nc1ccc(Br)cc1)c1ccc(Br)c(S(=O)(=O)Nc2cccnc2)c1
?	·	N#CCCNS(=O)(=O)c1ccc(C(=O)OCC(=O)Nc2ccc3c(c2)OCO3)cc1
?	·	Cc1ccc(NC(=O)CSc2nnc(-c3cccs3)o2)cc1S(=O)(=O)N(C)C
20%	·	CN(C(=O)CN(C)S(=O)(=O)c1ccc(F)cc1)c1c(N)n(Cc2ccccc2)c(=O)[nH]c1=O
?	·	Cc1cc2cc(CNC(=O)c3ccc(Br)o3)ccc2n1C
11%	-7	O=C(c1cc(N2CCCCC2)nc2ccccc12)N1CCOCC1
-19%	-6	O=C(COC(=O)CCC(=O)c1cccs1)NC(=O)c1ccc(OC(F)F)cc1
?	·	Cc1ccc(NC(=S)N(C)N)cc1Cl
?	·	COc1ccc(NC(=O)CC2C(=O)N(c3ccc(Cl)cc3)C(=S)N2CCc2ccncc2)cc1 (centres undefined)
?	·	COc1ccc(CCNC(=O)C2CCC(=O)N(C3CCCCCC3)C2)cc1 (centres undefined)
-8%	10	COc1ccc(NC(=O)/C(=C/c2ccc(OC(C)=O)c(OC)c2)NC(C)=O)cc1

# More entries:
S3 lipid droplet	S3 lipid droplet cell count max	molecule
9%	12	CCOC(=O)CN(c1cc([N+](=O)[O-])ccc1OC)S(C)(=O)=O
6%	-10	COC(Cn1c(C)c(C(C)=O)c(C(C)=O)c1C)OC
-5%	·	O=C1Nc2ccccc2C1(O)C/C(=N/O)c1ccccc1 (centres undefined)
0%	-1	CCC(C)NC(=O)COCc1cc(-c2ccc3c(c2)OCO3)on1 (centres undefined)
?	·	COc1ccc(C(=O)NCCNc2ccc([N+](=O)[O-])cc2)cc1OC
0%	-1	COc1cc(NC(=O)C23CC4CC(C2)CC(n2nnc(C)n2)(C4)C3)c(OC)cc1Cl
?	·	Cc1coc(NC(=O)CSc2nc(-c3ccncc3)cc(C(F)(F)F)c2C#N)n1
1.2µM*	-1.7*	CCC(C)(C)NC(=O)CN(C(=O)C(=O)Nc1ccc2c(c1)OCCO2)C1CC1
18%	-11	COC(=O)c1sc2nc(CN3CCN(c4ccc(OC)cc4)CC3)[nH]c(=O)c2c1C
?	·	COc1ccc(C(=O)CSc2nc3[nH]ncc3c(=O)[nH]2)cc1
0%	-17	CC1(C)C2CC=C(/C=N/NC(=O)c3ccc(O)cc3)C1C2 (centres undefined)
-22%	-3	Cn1nccc1C(=O)N1CCCC(C(=O)c2cccc3ccccc23)C1 (centres undefined)

# Continued.
S3 lipid droplet	S3 lipid droplet cell count max	molecule
-28%	-1	COc1ccc(NC(=O)/C=C/c2cc(Br)ccc2OC)cc1
?	·	CCOC(=O)NC(=O)CN1C(=O)NC(C)(c2ccccc2)C1=O (centres undefined)
-9%	-15	Cn1c(Cn2c(=O)sc3ccccc32)nnc1SCC(=O)Nc1cccc(F)c1
5%	16	Cc1cc(=O)n2[nH]cc(C(=O)O)c2n1
?	·	O=C(O)c1ccc(NS(=O)(=O)c2ccc(NC(=O)c3ccccc3Cl)cc2)cc1
?	·	CC1CCN(CCc2nc3cc(NC(=O)COc4ccc([N+](=O)[O-])cc4)ccc3n2C)CC1
0%	4	COC(C[C@H](O)CC(=O)[C@H](C)OCc1ccccc1)OC
19%[0.0737 µM]	·	CCOc1ccc(NC(=O)CN(C)C(=O)c2c(C)nn(-c3ccc(F)cc3)c2Cl)cc1OCC
0%	-8	Cc1cccc(N(Cc2cc3ccc(C)cc3[nH]c2=O)C(=O)c2ccco2)c1
i	14	CC1CC(C)CN(C(=O)CCC(=O)Nc2nnc(C3CCCCC3)s2)C1 (centres undefined)
?	·	O=C(NCc1ccccc1)c1cccc(COc2cccc(Cl)c2)c1
?	·	O=c1oc2ccccc2cc1-c1csc(Cc2nc(-c3ccc(Br)cc3)cs2)n1

# Other records follow.
S3 lipid droplet	S3 lipid droplet cell count max	molecule
0%	-7	CCCCCCN1C2=NCCCN2c2ccccc21
i	-3	CC(=O)Nc1ccc(NC(=O)CSc2cn(CC(=O)N3CCOCC3)c3ccccc23)cc1
i	20	CCn1cnc2c1c(=O)n(CC(=O)O)c(=O)n2Cc1ccccc1
?	·	O=C1NCCn2nc3ccccc3c21
?	·	Cc1ccc(-n2nnnc2SCC(=O)c2cc(C)n(-c3cc(C)on3)c2C)c(C)c1
5%	6	Cc1nnc(NC(=O)CSc2nc3c(c(=O)n(C)c(=O)n3C)n2C(C)C)s1
?	·	O=C1c2ccccc2C(=O)N1CCCc1nc2ccccc2c(=O)n1-c1cccnc1
2%	0	COc1ccc(C(=O)OCCc2ccc(O)cc2)cc1
?	·	Cc1ccc(Cl)cc1N1CCN(S(C)(=O)=O)CC1
i	-12	CCOC(=O)C1CCCN(C(=O)c2ccc(C)c(NC(=O)C3=C(C)OCCS3)c2)C1 (centres undefined)
0%	1	O=C(NCc1ccccn1)C1CCN(S(=O)(=O)N2CCCCC2)CC1
?	·	CC(=O)Nc1cccc(C(=O)OCC(=O)NC(=O)Cc2ccccc2)c1

# Screens: PubChem BioAssay, National Center for Advancing Translational Sciences (NCATS)
